Bioassay records deposited in PubChem BioAssay by National Center for Advancing Translational Sciences (NCATS).
ATXN2 expr inh – Primary qHTS for Inhibitors of ATXN expression; Potency, µM (highest dose often 57 µM), for inactives: at the top dose activity change, negative = inhibition, usual class: inhibitors; HEK-293 ATXN2-luciferase reporter, luminescence, 24 h; 360,000 tested, 0.72% active; AID 1745845, 2022; further: potency means the concentration at half of the fitted maximal effect; on the % scale 0 is the no-effect control and ±100 the full control effect; nearly all actives have a fitted effect of over 55% in size
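qHTS (up to 57 uM final) was run with 24 h compound exposure of reporter cells at 37 °C. Each well was multiplexed: SteadyGlo luminescence measured ATXN2-luciferase expression after a fluorogenic Gly-Phe-AFC viability readout (25 uM final).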
EPAC2 agonist – qHTS for Agonist of cAMP-regulated guanine nucleotide exchange factor 4 (EPAC2): primary screen; Rap guanine nucleotide exchange factor 4 (Homo sapiens), Q8WZA2; AID 720711, 2013; Potency, µM (top dose mostly 154 µM), inactives show at the highest dose activation, most hits filed as activators; 360,000 tested, 0.079% active; EPAC2 activation, biochemical qHTS; response scale: 100% = 6.5 mM cAMP response; further: potency means the concentration at half of the fitted maximal effect; nearly all actives have a fitted effect of over 50% in size
Target sequence (Q8WZA2 whole entry, looked up): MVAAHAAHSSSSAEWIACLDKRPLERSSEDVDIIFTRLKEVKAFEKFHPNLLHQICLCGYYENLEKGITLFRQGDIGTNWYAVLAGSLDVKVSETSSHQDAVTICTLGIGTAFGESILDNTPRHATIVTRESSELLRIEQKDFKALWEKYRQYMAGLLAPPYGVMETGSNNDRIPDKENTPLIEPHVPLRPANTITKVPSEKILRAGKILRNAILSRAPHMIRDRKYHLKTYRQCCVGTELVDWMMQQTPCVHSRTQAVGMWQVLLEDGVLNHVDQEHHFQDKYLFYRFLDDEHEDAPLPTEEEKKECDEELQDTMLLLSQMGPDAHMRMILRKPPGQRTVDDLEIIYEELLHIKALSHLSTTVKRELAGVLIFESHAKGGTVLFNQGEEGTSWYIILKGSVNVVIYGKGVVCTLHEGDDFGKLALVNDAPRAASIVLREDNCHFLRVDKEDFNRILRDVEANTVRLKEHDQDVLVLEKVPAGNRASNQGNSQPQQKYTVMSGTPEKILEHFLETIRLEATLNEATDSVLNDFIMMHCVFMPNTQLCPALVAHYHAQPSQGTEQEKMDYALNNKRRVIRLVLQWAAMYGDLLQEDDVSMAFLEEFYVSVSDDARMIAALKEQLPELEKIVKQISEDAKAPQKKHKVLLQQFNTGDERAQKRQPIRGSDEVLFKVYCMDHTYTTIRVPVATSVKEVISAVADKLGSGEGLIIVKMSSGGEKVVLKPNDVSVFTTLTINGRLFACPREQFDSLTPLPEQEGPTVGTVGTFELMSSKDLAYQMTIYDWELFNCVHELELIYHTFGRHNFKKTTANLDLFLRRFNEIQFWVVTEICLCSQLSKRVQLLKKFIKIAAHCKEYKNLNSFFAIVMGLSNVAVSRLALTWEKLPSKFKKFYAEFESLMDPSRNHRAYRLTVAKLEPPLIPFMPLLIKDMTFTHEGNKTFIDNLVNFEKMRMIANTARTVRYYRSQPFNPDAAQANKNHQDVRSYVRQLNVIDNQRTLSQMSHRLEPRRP
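Readout is BODIPY fluorescence (480 nm excitation, 540 nm emission), which falls as labeled GDP is exchanged off Rap1B. EPAC2 at 100 nM acted on 250 nM RAP1B-BODIPY-GDP with 50 uM GDP present.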
Nrf2 block – Nrf2 qHTS screen for inhibitors | A549 ARE-Fluc reporter, luciferase luminescence, 18-24 h | Potency, µM (top dose mostly 46 µM), inactives show top-dose activity change, negative = inhibition, usual class: inhibitors | 360,000 tested, 2.1% active; further: potency means the concentration at half of the fitted maximal effect; on the % scale 0 is the no-effect control and ±100 the full control effect; nearly all actives have a fitted effect of over 60% in size
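Reporter: ARE-Fluc in A549. Exposure: 18-24 h, 37 °C, 5% CO2, 5% FBS OPTI-MEM. Readouts: fluorescent cytotoxicity (CellTiter-Fluor), then luminescent Nrf2 signal after BugLite.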
A549 viability – Nrf2 qHTS screen for inhibitors: counterscreen for cytotoxicity; A549 ARE-Fluc cells, CellTiter-Fluor viability, 18-24 h; 390,000 tested, 0.16% active; Potency, µM (series often up to 46 µM), for the others: at the top dose activity change, negative = cytotoxicity, usual class: inhibitors; further: potency means the concentration at half of the fitted maximal effect; on the % scale 0 is the no-effect control and ±100 the full control effect
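A549 ARE_Fluc cells in 5% FBS OPTI-MEM were exposed to compounds in concentration-response for 18-24 h at 37 deg C. Viability was read by CellTiter-Fluor fluorescence (Ex 405/Em 525) after 30 min, before the luciferase read.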
S2 tox – Viability Counterscreen for Primary qHTS for Inhibitors of ATXN expression | S2 cells (HEK-293 line with an ATXN2-luciferase reporter) viability, CellTiter-Fluor protease fluorescence, 24 h | Potency, µM (top dose mostly 56.7 µM), usual class: cytotoxic | 400,000 tested, 0.49% active | AID 651635, 2014; further: potency means the concentration at half of the fitted maximal effect; nearly all actives have a fitted effect of over 40% in size
HepG2 viability – qHTS for Inhibitors of TGF-b: Cytotox Counterscreen | 410,000 tested, 0.76% active | HepG2 CAGA-GFP viability, ATP luminescence, 18 h | Potency, µM (series often up to 46.1 µM), for inactives: top-dose activity change, negative = cytotoxicity, hits mostly cytotoxic; further: potency means the concentration at half of the fitted maximal effect; some results filed as inactive show a strong effect at the top dose
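HepG2 CAGA-GFP cells (1000/well, DMEM with 1% FBS) received compound, then TGF-beta at 500 pg/mL final, and were incubated 18 hours at 37 degrees C. Viability was read by CellTiter-Glo luminescence. Media-only wells were set as complete cell-killing and DMSO as no toxicity.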
IL2 activator – qHTS of IL-2 Activators. activation, % (series mostly up to about 46 µM). IL-2 activation reporter assay, cell-based qHTS; stimulated with anti-CD3/CD4/CD28 beads; in transgenic mouse T cells. 360,000 tested, 0.065% active. AID 652025, 2013; in the data active means activation above about 50%; inconclusive means mostly about 30% to 49%; further: 0% is about no effect
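Readout: EGFP and DsRed signals by fluorescent plate cytometry. Unstimulated transgenic mouse T cells received compound 60 min before antibody-bead stimulation, then incubated 18 h at 37 degrees C.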
TGFb inhibitor – qHTS for Inhibitors of TGF-b. HepG2 CAGA-GFP TGF-b/SMAD3 reporter, GFP fluorescence, 18 h; TGF-beta stimulated, 500 pg/mL final. Potency, µM (series often up to 46.1 µM), inactives show at the top dose activity, negative = inhibition, usual class: inhibitors. 410,000 tested, 1.2% active. AID 588855, 2011; further: potency means the concentration at half of the fitted maximal effect; on the % scale 0 is the no-effect control and ±100 the full control effect; nearly all actives have a fitted effect of over 65% in size
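Read-out: total well GFP (ex488/em500-530) summed from mean per-cell fluorescence. Cells: HEPG2 CAGA-GFP, 1% FBS DMEM, 18 h at 37 degrees C with 500 pg/mL final TGF-beta. Unstimulated wells served as the full-inhibition control; stimulated DMSO wells = 0%.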
Nrf2 ARE act – qHTS of Nrf2 Activators; AID 624171, 2012; 410,000 tested, 0.31% active; AREc32 ARE-luciferase reporter (MCF7-derived line), luminescence, 24 h; Potency, µM (highest dose often 46.1 µM), without a hit: at the top dose activation, most hits filed as activators; further: potency means the concentration at half of the fitted maximal effect; % of control where 0% means no effect; nearly all actives have a fitted effect of over 65% in size
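AREc32 cells carrying an ARE-driven firefly luciferase reporter were seeded at 1000 cells/well in OPTI-MEM with 5% FBS, then exposed to compound for 24 hr at 37 deg C. Luminescence was read with Steady-Glo after 30 min at RT.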
* hit, by the source's call; i = inactive; ? = inconclusive; / = not tested or not shown; & = joins results of further samples. Unless noted, the call rests on the fitted dose curve; in most records, active means well fitted curve in the direction sought with a large enough effect; inconclusive means small, poorly fitted or top-dose-only effect, or another doubt; inactive means no such curve, though single readings can be large; an effect the other way counts as inactive or inconclusive.

The opening 4 compounds as a preview:
SMILES	ATXN2 expr inh	EPAC2 agonist	Nrf2 block	A549 viability	S2 tox	HepG2 viability	IL2 activator	TGFb inhibitor	Nrf2 ARE act
O=C(c1ccccc1)c1cccc(NC(=O)C2CC2)c1	6%	8%	-6%	-5%	i	-1%	-1.8	-17%	0.4%
Cc1ccc(S(=O)(=O)N2CCN(C(=O)CSc3nc4ccccc4c(=O)[nH]3)CC2)cc1	-4%	1%	-23%	-1%	i	0%	2.6	-18%	-0.7%
Cc1ccc(Cl)cc1N(CC(=O)NC1CCCC1)C(=O)c1csnn1	11%	22%	3%	3%	i	8%	-1.9	26%	3.6%
CCOC(=O)N1CCC(=NNC(=O)c2cc3ccccc3cc2O)CC1	-9%	-11%	22%	-4%	i	-19%	-0.2	5%	2.0%

Results, repeating the preview:
SMILES	ATXN2 expr inh	EPAC2 agonist	Nrf2 block	A549 viability	S2 tox	HepG2 viability	IL2 activator	TGFb inhibitor	Nrf2 ARE act
O=C(c1ccccc1)c1cccc(NC(=O)C2CC2)c1	6%	8%	-6%	-5%	i	-1%	-1.8	-17%	0.4%
Cc1ccc(S(=O)(=O)N2CCN(C(=O)CSc3nc4ccccc4c(=O)[nH]3)CC2)cc1	-4%	1%	-23%	-1%	i	0%	2.6	-18%	-0.7%
Cc1ccc(Cl)cc1N(CC(=O)NC1CCCC1)C(=O)c1csnn1	11%	22%	3%	3%	i	8%	-1.9	26%	3.6%
CCOC(=O)N1CCC(=NNC(=O)c2cc3ccccc3cc2O)CC1	-9%	-11%	22%	-4%	i	-19%	-0.2	5%	2.0%
CC1(C)C2CC=C(/C=N/n3cnnc3)C1C2 (centres undefined)	-2%	7%	4%	-1%	i	9%	-0.1	26%	-0.3%
COc1cc(NC(=O)[C@@H](NC(=O)N2CCn3c2nc2ccccc23)C(C)C)cc(OC)c1	-10%	17%	-3%	4%	i	-3%	-2.2	-1%	-0.6%
CC(C)CC(=O)N1CCN(Cc2ccc3c(c2)OCO3)CC1	7%	2%	0%	-4%	i	-2%	-0.4	-21%	0.2%
O=S(=O)(c1ccc(-c2ccccc2)cc1)N1CCOCC1	2%	3%	25%&11%	-1%&1%	i	-2%&2%	-2.3	2%&2%	0.4%
N#Cc1cc(-c2ccccc2)nc(Oc2ccccc2)n1	/	16%	?	-5%	i	-5%	0.6	1%	9.4%
CC(=O)Nc1ccc(Nc2ccc3c4c(cc(=O)n3C)-c3ccccc3C(=O)c24)cc1	4%	5%	?	-15%	i	-4%	-3.6	11%	3.7%
COc1ccc(CCNC(=O)C(=O)NCC2OCCCN2S(=O)(=O)c2cc(C)ccc2C)cc1 (centres undefined)	-4%	-15%	?	-5%	i	0%	-1.2	-6%	2.2%
Cc1c(C)c2c(c(C)c1O)CCC(C)(C(=O)O)O2 (centres undefined)	0%	7%	10%	-7%	i	-13%	-0.1	20%	-0.3%
CCN(CC)C(=O)Cn1c(=O)n(C)c2ccccc21	4%	-6%	2%	-7%	i	10%	0.4	-10%	-0.5%
Cc1ccc([N+](=O)[O-])cc1S(=O)(=O)NCCc1cn2ccccc2n1	/	5%	3%	7%	i	7%	-0.2	4%	-0.9%
Cc1ccc(Cl)cc1NC(=O)c1ccccc1OCC(=O)Nc1ccc(Cl)cc1	/	?	?	-9%	?	-9%	-0.3	-24%	-0.2%
CN(C)c1ccc(C=c2c3ccccc3n3c2c2c([n+]3C)CCCC2)cc1	8.9µM*	1%	6.5µM*	21µM*	22µM*	-51%	-0.7	2.5µM*	-2.7%
COc1ccc2c(C)c(CCC(=O)NCc3ccccc3Cl)c(=O)oc2c1C	-13%	/	3%	2%	i	-15%	/	5%	-0.6%
Cc1ccc(-c2cc(=O)c3ccc(Cl)cc3[nH]2)cc1	7%	6%	21%	-1%	i	-14%	-0.5	0%	-0.3%
CCNc1[nH]c(=O)n(C)c(=O)c1N=O	2%	-1%	-8%	-4%	i	25%	1.3	?	-1.0%
COc1ccc(CCNC(=O)CCC(=O)NC2CCCCC2)cc1OC	/	4%	-13%	2%	?	-3%	0.5	0%	-0.6%
CCOP(=O)(c1ccccc1)C(O)c1ccc([N+](=O)[O-])cc1 (centres undefined)	-4%	4%	1%	-4%	i	-1%	-0.1	17%	-0.1%
CN(C)CCN1C(=O)C(=O)/C(=C(/O)c2ccccc2)C1c1ccccc1F (centres undefined)	-13%	-8%	-7%	-12%	i	-30%	-0.5	-2%	-0.4%
CCN(CC#CCC1(O)c2ccccc2-c2ccccc21)CCO	1%	13%	?	20%	i	-2%	-1.4	1%	-0.3%
Cc1cccc(CCNC(=O)c2cc3c(=O)[nH]c4ccc(C)cc4c3s2)c1	5%	/	?	1%	i	-3%	/	15%	-0.9%
Cc1ccc(OCc2cc(C(=O)NC3CCOC3)no2)cc1C (centres undefined)	/	9%	/	-1%	i	4%	1.0	5%	2.0%
O=C(O)c1ccccc1C(=O)OCCc1cc2ccccc2c(=O)o1	9%	2%	10%	3%	i	8%	-1.1	1%	0.1%
CCSc1nnc(NC(=O)[C@@H](NC(=O)c2ccccc2F)C(C)C)s1	-4%	0%	-8%	-2%	i	-1%	-2.7	-18%	0.2%
CCOc1ccc(-c2cc(CCCC(=O)NCCc3ccccc3)no2)cc1	-26%	0%	-25%	-14%	i	-18%	-0.4	0%	-1.2%
CCOc1c(Cl)cc(CNC(C)(C)CC(C)(C)C)cc1OC	-19%	5%	/	3%	?	-23%	-1.7	15%	5.0%
c1ccc(CN=C(NCc2ccccc2)NCc2ccccc2)cc1	?	6%	?	-15%	i	22µM*	-1.1	?	2.6%
CC1CCCC(NC(=O)COC(=O)c2cc(=O)[nH]c3ccccc23)C1C (centres undefined)	6%	-2%	-1%	1%	i	0%	0.0	-2%	-0.7%
Cc1nc2nc(CNC(=O)c3cccc(F)c3)nn2c(C)c1CCC(=O)Nc1cccc(Cl)c1	?	/	10%	-3%	i	-32%	/	?	18%
O=c1c2ccccc2nc(SCc2nnc(-c3ccccc3Br)o2)n1-c1ccccc1	3%	17%	10µM*	-23%	i	-3%	0.1	1%	-0.6%
CCCCNC(=O)c1ccc(CS(=O)(=O)Cc2ccccc2F)o1	/	2%	?	-13%	i	-17%	-0.3	-13%	0.3%
CCOc1ccc(CCNC(=O)CSc2nnnn2C)cc1OCC	-5%	3%	7%	0%	i	0%	-0.1	2%	0.0%
Cc1ccc(CNC(=O)C2CCC(=O)N(CC3CCCCC3)C2)o1 (centres undefined)	2%	-6%	4%	-1%	i	8%	-4.2	9%	2.9%
O=C(Cc1ccccc1)N[C@@H](Cc1ccccc1)c1nc2ccccc2[nH]1	-2%	10%	?	3%	i	-21%	1.2	-30%	-0.1%
CCOC(=O)C1CCCN(Cc2ccccc2C)C1 (centres undefined)	-8%	4%	/	9%	i	1%	0.8	?	-0.4%
CCOC(=O)c1cccc(NC(=O)C2CCCN(S(=O)(=O)c3cc(Br)cc4c3N(C(=O)CC)CC4)C2)c1 (centres undefined)	16%	/	-19%	-1%	i	0%	/	-4%	-0.9%
Cc1cc(C)c(S(=O)(=O)N2CCCC(C(=O)NC3CCCC3)C2)c(C)c1 (centres undefined)	25%	-1%	?	-11%	i	-27%	2.6	-6%	0.4%
O=C(CN(C1CCCCC1)S(=O)(=O)c1ccccc1)NCc1cccnc1	-2%	9%	2%	-3%	i	-1%	0.5	17%	-0.6%
Oc1cc(-c2ccc(N3CCCCC3)nc2)cc2cccnc12	?	-7%	?	?	i	-73%	-0.3	?	-1.6%
COc1ccccc1OCC(=O)N(Cc1cccs1)C1CCS(=O)(=O)C1 (centres undefined)	12%	/	-3%	-9%	i	-28%	/	1%	-0.5%
COCCN1CC(C(=O)NCc2ncccc2C)CCC1=O (centres undefined)	2%	3%	4%	-1%	i	-1%	-1.3	14%	1.9%
Cc1cc(C)c(C(=O)Nc2ccccc2)c(SCC(=O)Nc2ccc(Br)cc2C)n1	-2%	/	-4%	-1%	i	2%	/	9%	-0.2%
COc1cccc(/C=C(\C#N)c2nc3ccc(C)cc3[nH]2)c1	-29%	/	?	-7%	i	-55%	/	-12%	12%
CCCC(CCC)C(=O)Nc1ccc2c(c1)N(C(=O)CCN1CCN(C)CC1)c1ccccc1CC2	-28%	13%	9%	-11%	?	-1%	0.4	21%	3.0%
COc1ccccc1N(C)S(=O)(=O)c1ccc(C(=O)Nc2nccs2)cc1	-30%	5%	?	1%	i	-22%	-0.6	-24%	-0.8%
O=C(O)CCn1nnc(-c2cccs2)n1	-2%	12%	-16%	3%	i	-1%	-2.8	-24%	3.7%
O=C(C[C@H]1C/C=C\CC[C@H](Cc2ccc(F)cc2)C(=O)OC[C@@H]2CCCN2C1=O)N[C@H](CO)Cc1ccccc1	-1%	-2%	6%	-1%	i	-18%	-2.4	-19%	2.5%
(listing goes on)
SMILES	ATXN2 expr inh	EPAC2 agonist	Nrf2 block	A549 viability	S2 tox	HepG2 viability	IL2 activator	TGFb inhibitor	Nrf2 ARE act
c1ccc(-c2cc(-c3nc(-c4ccccn4)no3)c3ccccc3n2)cc1	4%	6%	23%	15%	i	-30%	0.3	-16%	-0.4%
O=C(N/N=C/c1ccc(-c2ccc(Br)cc2)o1)c1ccc2c(c1)OCO2	-21%	-1%	?	1%	i	-14%	-2.6	-16%	3.0%
O=C(CC(c1ccccc1)c1ccccc1)Nc1ccc(O)cc1	-13%	13%	2%	-1%	i	-8%	0.2	0%	-0.7%
CC(C)(CN1CCN(C(c2ccccc2)c2ccccc2)CC1)NS(=O)(=O)c1ccccc1	-21%	-4%	-25%	-1%	i	-8%	-2.5	?	4.1%
